SNCA expr inh = inhibitors of alpha-synuclein (SNCA) gene expression | HEK-293 SNCA-luciferase knock-in, luminescence, 24 h | Potency, µM (series often up to 57.2 µM), for inactives: top-dose activity change, negative = inhibition, actives largely listed as inhibitors | 140,000 tested, 0.17% active | AID 1671194;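 note: potency is the fitted concentration of half-maximal effect; plate controls were DMSO cells for no effect and cell-free wells for full effect; nearly all actives have a fitted effect of over 45% in size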
IP6K1 inh = IP6K1 kinase inhibition. Q92551. IP6K1 kinase, ADP-Glo luminescence, 2 h; hits give low values. activity change, % (series mostly up to about 58 µM). 140,000 tested, 0.81% active; in the data active = activity change below about -25%
Target sequence (Q92551 whole entry, looked up): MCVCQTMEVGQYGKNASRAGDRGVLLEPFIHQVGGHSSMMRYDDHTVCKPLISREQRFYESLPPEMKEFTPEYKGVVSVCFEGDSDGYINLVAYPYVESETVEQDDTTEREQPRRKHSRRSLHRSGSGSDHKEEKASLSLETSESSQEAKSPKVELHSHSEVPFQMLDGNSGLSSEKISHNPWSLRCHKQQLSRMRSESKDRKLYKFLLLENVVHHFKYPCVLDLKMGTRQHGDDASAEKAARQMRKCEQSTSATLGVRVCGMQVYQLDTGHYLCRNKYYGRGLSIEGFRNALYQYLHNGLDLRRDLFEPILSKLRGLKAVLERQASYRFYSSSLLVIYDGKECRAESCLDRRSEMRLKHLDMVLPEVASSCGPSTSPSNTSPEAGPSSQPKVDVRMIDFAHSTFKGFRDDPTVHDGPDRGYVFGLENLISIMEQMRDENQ
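ADP-Glo luminescence measures ADP made by human IP6K1 during a 2 h RT reaction with ATP/IP6 (mix at 1.3 mM/130 uM); top library doses 57.5 and 19.1 uM final.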
HEK293 tox = kills HEK 293 cells | HEK 293 viability, ATP luminescence (CellTiter-Glo), 48-72 h | Potency, µM (series often up to 115 µM), for inactives: at the top dose activity change, negative = cytotoxicity, hits mostly inhibitors | 94,000 tested, 6.6% active; note: potency is the fitted concentration of half-maximal effect; nearly all actives have a fitted effect of over 60% in size
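HEK 293 seeded at 250 cells/well receive compound via pintool. After 48 or 72 hr at 37 degree Celsius, 5% CO2 and 95% humidity, CellTiter-Glo is dispensed and luminescence read following 10 min at room temperature.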
SNCA viab count = counter-screen for SNCA expression inhibitors: cell viability; HEK-293-SNCA-luc viability, GF-AFC fluorescence, 24 h; Potency, µM (top dose mostly 57.1 µM), without a hit: at the highest dose activity change, negative = cytotoxicity, hits mostly cytotoxic; 150,000 tested, 0.12% active; AID 1671193;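 note: potency is the fitted concentration of half-maximal effect; 0% = DMSO-treated cells and -100% = medium-only wells without cells; nearly all actives have a fitted effect of over 30% in size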
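Cytotoxicity counterscreen: after 24 h compound treatment of genome-edited SNCA-luciferase HEK-293 cells, live-cell protease substrate GF-AFC read by fluorescence after 30 min; activity scaled between DMSO (0%) and medium-only (-100%), curves Hill-fitted.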
GPT2 inhibitor = GPT2 alanine aminotransferase inhibition; Recombinant GPT2, coupled pyruvate oxidase/HRP Amplex Red fluorescence; AID 1671188; Potency, µM (titrated, usually from 57.7 µM), without a hit: at the highest dose activity change, negative = inhibition, most hits filed as inhibitors; 100,000 tested, 0.25% active; note: potency is the fitted concentration of half-maximal effect; nearly all actives have a fitted effect of over 60% in size; many of its hits are not listed in these tables
Target sequence (Q8TD30 whole entry, looked up): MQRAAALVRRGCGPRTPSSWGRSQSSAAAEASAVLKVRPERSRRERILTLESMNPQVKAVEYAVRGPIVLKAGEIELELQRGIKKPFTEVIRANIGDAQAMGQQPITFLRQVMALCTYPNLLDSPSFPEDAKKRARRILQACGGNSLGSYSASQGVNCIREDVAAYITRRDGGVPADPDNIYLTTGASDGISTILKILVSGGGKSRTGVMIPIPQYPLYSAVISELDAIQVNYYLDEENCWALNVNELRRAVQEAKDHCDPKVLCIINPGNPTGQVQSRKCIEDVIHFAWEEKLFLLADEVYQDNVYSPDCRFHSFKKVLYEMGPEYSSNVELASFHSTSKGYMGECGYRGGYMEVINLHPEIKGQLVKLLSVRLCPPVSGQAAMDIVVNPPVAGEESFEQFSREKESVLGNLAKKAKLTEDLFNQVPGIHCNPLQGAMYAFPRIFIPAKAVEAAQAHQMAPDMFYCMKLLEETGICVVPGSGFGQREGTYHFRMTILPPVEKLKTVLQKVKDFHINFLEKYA
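GPT2 10ng/uL, a-KG 250uM, L-Ala 2mM, HEPES pH7.5 + 0.0001% Tween; 30 min RT. Then Amplex mix (PO/HRP/ThPP), 30 min RT dark, fluorescence. AOA 50uM used as positive control.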
NIH3T3 tox = cytotoxic compounds in NIH 3T3 cells; NIH 3T3 viability, CellTiter-Glo ATP luminescence, 48-72 h; Potency, µM (series often up to 96.7 µM), inactives show at the top dose activity change, negative = cytotoxicity, most hits filed as inhibitors; 94,000 tested, 4.3% active; note: potency is the fitted concentration of half-maximal effect; nearly all actives have a fitted effect of over 55% in size
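Mouse fibroblast NIH 3T3 cells, 400 per well, received compound via pintool and were incubated for 48 or 72 hr prior to CellTiter-Glo ATP luminescence measurement.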
Luciferase inh = inhibitors of firefly (Photinus pyralis) luciferase; AID 1347043; P08659; purified P. pyralis luciferase, luminescence, biochemical; 76,000 tested, 2.5% active; Potency, µM (highest dose often 115 µM), without a hit: top-dose activity change, negative = inhibition, hits mostly inhibitors; note: potency is the fitted concentration of half-maximal effect; nearly all actives have a fitted effect of over 65% in size
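Biochemical qHTS: compound (6-point titration) added to 10uM D-luciferin plus 10uM ATP in Tris acetate pH 7.5 buffer with Mg, Tween-20 and BSA, then purified enzyme at 10nM; light output imaged.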
* hit, by the source's call; i = inactive; ? = inconclusive; / = not tested or not shown; [ ] = remark or other dose. Unless noted, calls come from the whole dose curve; as a rule, active = well fitted curve in the direction sought with a large enough effect; inconclusive = small, poorly fitted or top-dose-only effect, or another doubt; inactive = no such curve, though single readings can be large; an effect the other way counts as inactive or inconclusive. Unless noted, % is set by controls: 0 for no effect and ±100 for the full control effect. Rows were taken by chance; 7.7% or so of the library scored in one or more.

SMILES	SNCA expr inh	IP6K1 inh	HEK293 tox	SNCA viab count	GPT2 inhibitor	NIH3T3 tox	Luciferase inh
O=C(Nc1ccc2c(c1)CN(Cc1ccc3c(c1)OCO3)C(=O)CO2)c1ccc(F)cc1	-1%	23	?	20%	1%	?	-23%
COCCNc1nc2cc(C(=O)N3CC[C@H]4CNC[C@H]43)ccc2n1C	1%	22	2%	-1%	-15%	2%	0%
O=C1CCCCC(Cc2ccccc2)(C(=O)NCc2ccc(F)cc2)N1 (centres undefined)	14%	0	?	8%	-15%	-14%	10%
COC(=O)c1c(-c2ccc(Cl)cc2)noc1N1CCN(c2ccccc2F)CC1	-7%	1	/	-6%	/	/	/
COc1ccc(CNC(=O)CCn2ccn3nc4c(c3c2=O)CCCC4)c(OC)c1	7%	28	6%	-4%	?	-1%	-4%
Cc1nnc(-c2cc(-c3cccc([S+](C)(=O)[O-])c3)ccn2)n1CCc1ccccc1	-24%[87.6 µM]	0	-26%[172 µM]	8%[87.6 µM]	0%[88.5 µM]	?	-3%[172 µM]
COCc1cccc(C(=O)N2CC[C@@]3(O)CCN(S(C)(=O)=O)C[C@H]3C2)n1	-21%	2	-16%	3%	1%	-4%	3%
Cc1ccc(S(=O)(=O)c2nc(-c3ccccc3)oc2N2CCN(c3ccccc3)CC2)cc1	16%	-5	/	4%	/	/	/
Cc1ccc(C(=O)N2CCCC(C(=O)NCc3ccccc3)CCNC(=O)CC2)s1 (centres undefined)	16%	11	-11%	2%	i	-8%	-1%
O=C(c1cnccn1)N1CCC(Oc2cccnc2)C1 (centres undefined)	4%	5	1%	0%	0%	2%	0%
CC(C)(O)/C=C/C(=O)[C@](C)(O)[C@H]1[C@H](O)C[C@@]2(C)[C@@H]3CC=C4[C@@H](C[C@H](O[C@@H]5O[C@H](CO)[C@@H](O)[C@H](O)[C@H]5O)C(=O)C4(C)C)[C@]3(C)C(=O)C[C@]12C	/	14	/	?	i	/	/
Cc1cc(C)cc(-n2c(SCC(=O)Nc3ccccc3)nc3c(oc4ccccc43)c2=O)c1	28%	13	/	-16%	/	/	/
CCOc1ccc2nc(NC(=O)c3cc(=O)c4cc(C)cc(C)c4o3)sc2c1	?	9	/	-20%	/	/	/
O=C(NCCn1cccc1-c1nc(-c2ccc3c(c2)OCO3)no1)c1ccc(Cl)cc1	79%[activator]	6	?	-28%	i	-26%	14µM*
CCOc1ccccc1NC(=O)Cn1ncc2c([nH]c3ccccc32)c1=O	41%[activator]	0	/	2%	/	/	/
CN(C)Cc1nnc(C2CC(Nc3cncc(C(=O)N(C)C)n3)C2)n1C (centres undefined)	2%	0	2%	2%	i	-15%	2%
COc1ccc(N(Cc2ccccc2)C(=O)c2nc(SC)ncc2Cl)cc1	?	8	/	-17%	/	/	/
CN(Cc1cc(C2CC2)n[nH]1)C(=O)C(c1ccc(F)cc1)N(C)C (centres undefined)	19%	27	-14%	0%	-5%	-15%	7%
COc1ccc(CNC(=O)N2CCC[C@H]2C(=O)N2CCCCCCNC(=O)CC2)cc1	7%	-4	-6%	1%	-3%	-15%	-12%
COc1ccc(OCc2nc(C3CN(C(=O)CCCc4ccccc4)C3)no2)cc1	-7%	15	?	?	i	?	-9%
Cc1ccccc1NC(=O)c1cnc2c(c1)N(C(=O)CCc1ccccc1)CCC2	3%[87.6 µM]	5	100µM*	-3%[87.6 µM]	-12%[88.5 µM]	-21%[138 µM]	1%[172 µM]
COc1ccc(CCNC(=O)C2CCN(c3ccnc4ccnn34)CC2)cc1	-12%[87.6 µM]	11	?	0%[87.6 µM]	i	?	/
CCOc1ccc2c(n1)CCN(C(=O)c1ccccc1C)C2	?	-12	-26%	-18%[12.5 µM]	?	-26%	-24%
COc1ccc([S+](=O)([O-])N2CCCN(c3ccc4nnc(C)n4n3)CC2)cc1	/	-2	?	/	/	?	/
Fc1ccc(CN2CCNc3cc(Nc4ccccc4)ncc3C2)cc1F	?	-22	22µM*	-29%[87.6 µM]	2%[88.5 µM]	40µM*	-26%[172 µM]
O=C(CC1NCCNC1=O)OC1CCCCC1 (centres undefined)	8%	-11	0%	0%	2%	i	-1%
O=C(Cc1cccc(Cl)c1)N1CCCN(c2ccc3nnc(C4CC4)n3n2)CC1	/	7	-20%	/	/	-5%	/
COCCCNC(=O)c1cnc2c(c1)N(C(=O)Cc1cn(C)c3ccccc13)CCC2	5%[87.6 µM]	23	?	-25%[87.6 µM]	-7%[88.5 µM]	?	2%[172 µM]
Cc1nnc(-c2cc(Nc3cccc(N(C)C)c3)ccn2)n1Cc1ccccc1	52%[activator][87.6 µM]	0	?	12%[87.6 µM]	i	?	-6%[172 µM]
O=C(NCc1ccccc1)C1(CCO)CC12CCOCC2 (centres undefined)	15%	4	4%	-1%	i	-12%	3%

2 of the compounds above, with two lines to a compound.
Each structure is followed by: SNCA expr inh, IP6K1 inh, HEK293 tox, SNCA viab count, GPT2 inhibitor, NIH3T3 tox, Luciferase inh
> Cc1nnc(-c2cc(Nc3cccc(N(C)C)c3)ccn2)n1Cc1ccccc1
  52%[activator][87.6 µM], 0, ?, 12%[87.6 µM], i, ?, -6%[172 µM]
> O=C(NCc1ccccc1)C1(CCO)CC12CCOCC2 (centres undefined)
  15%, 4, 4%, -1%, i, -12%, 3%

Next part.
SMILES	SNCA expr inh	IP6K1 inh	HEK293 tox	SNCA viab count	GPT2 inhibitor	NIH3T3 tox	Luciferase inh
O=C(NCc1ccc(C(F)(F)F)cc1)C1CCCN(Cc2cccc(-c3ccsc3)c2)C1 (centres undefined)	/	6	?	/	/	35µM*	/
CCc1ccc(NC(=O)N2CC=C(c3c[nH]c4ccccc34)CC2)cc1	14%	12	/	-18%	/	/	/
CN(C)c1ccc(CN2CC[C@H](c3nc4cc(Cl)ccc4o3)C2)cc1	-3%[87.6 µM]	6	?	-14%[87.6 µM]	2%[88.5 µM]	112µM*	?
Cc1cnc(CCNC(=O)Cc2ccncc2)n1CC1CC1	-13%	-4	0%	0%	i	5%	1%
Cc1ccc(-n2ncc(C(=O)NCc3cccs3)c2C2CCN(C(=O)OC(C)(C)C)CC2)cc1C	?	22	/	?	/	/	/
CCOCCOC1CCN(C(=O)c2ccccc2OC)CC1	-4%	-3	0%	2%[12.5 µM]	i	-9%	-5%
CN(Cc1ccc(-c2ccccc2)cc1)C(=O)Nc1ccc(Cl)cc1	-5%	-3	?	-11%	-6%	?	?
Cc1nnc(-c2cc(-c3cccc(O)c3)ccn2)n1CCc1ccccc1	?	-8	?	9%[87.6 µM]	?	100µM*	-14%[172 µM]
COc1cccc(NC(=O)c2sc3nc(C)c(C(=O)Nc4ccc(Cl)cc4)c(-c4ccc(Br)cc4)c3c2N)c1	38%[activator]	18	/	5%	/	/	/
CN1CCc2c([nH]c3ccccc23)C12CCN(C(=O)c1cccn1C)CC2	-15%	1	?	5%[12.5 µM]	3%	-26%	-7%
COc1ccc(C(=O)NC2CCN(c3cc(-c4ccc(OC)cc4)[nH]n3)CC2)cc1	11%	15	?	-10%	-18%	?	-10%
O=C(CN1C(=O)CC(c2ccco2)Sc2ccccc21)Nc1ccc(C(F)(F)F)cc1 (centres undefined)	9%	10	/	8%	/	/	/
Cc1ccc(C(=O)NCC(c2ccc3c(c2)OCO3)N2CCOCC2)cc1 (centres undefined)	21%	-3	/	?	/	/	/
O=C([C@@H]1C[C@H](F)CN1C(=O)Nc1ccccc1C(F)(F)F)N1CCCCC1	3%	0	0%	14%	i	-1%	-13%
Cc1cccc(NC(=O)N2CCN(C)c3ncccc32)c1C	-10%	-19	/	11%	/	/	/
COc1ccc(CC(=O)N2CCCN(c3cc(-c4ccccc4)[nH]n3)CC2)cc1OC	-27%	8	?	-11%	?	-16%	-1%
O=C(NCCc1ccccc1)c1ccc2c(c1)N(Cc1ccc(Cl)cc1)C(=O)CS2	?	-7	/	?	/	/	/
O=C(CC1CC1)N1CC(F)(F)C[C@H]1c1nc(-c2ccncc2)no1	?	-6	1%	1%	-16%	-8%	-12%
CCOC(=O)c1c(S(=O)(=O)N2CCCC(C(=O)Nc3cc(C)ccc3OC)C2)c(C)n(C)c1C (centres undefined)	-3%	21	/	-1%	/	/	/
Cc1cc(C)n(C(C)CC(=O)Nc2ccc(C)c(N(C)C)c2)n1 (centres undefined)	10%	-5	/	9%	/	/	/
Cc1ccc(CN2CCC(CNc3ncnc4onc(-c5ccc(F)cc5)c34)CC2)cc1	6%	25	/	-4%	/	/	/
CCOC(=O)C1CCN(C(=O)C2CCCN(c3ccnc4ccnn34)C2)CC1 (centres undefined)	29%	15	-12%	-2%	-6%	-23%	/
Cc1cccc(CNC(=O)Cc2ccc(N(Cc3ccccc3)C(=O)c3ccco3)cc2)c1	-12%	-6	?	-3%	i	45µM*	-10%
CCCCCCc1c(C)c2c(cc(C)c3c(C)c(C)oc32)oc1=O	-12%	-1	/	11%	/	/	/
CCOc1cccc(-c2nc(C(=O)NCCOC)cs2)c1	-5%	-13	?	1%	i	?	-1%
COc1ccccc1NC(=O)C1=C(C)Nc2nc(SCc3ccc(Cl)cc3)nn2C1c1ccccc1Cl (centres undefined)	5%	4	/	1%	/	/	/
CCc1ccccc1Nc1nn2c(=O)c3ccc(C(=O)NCc4cccs4)cc3nc2s1	-12%	-3	/	-9%	/	/	/
CN(CC1CCOCC1)C(=O)Cc1cccc(Cl)c1	-5%	20	-15%	-15%	i	-4%	-4%
O=C(Cn1ccn2nc(-c3ccccc3)c(CO)c2c1=O)Nc1ccccc1C(F)(F)F	-14%	10	?	1%	-4%	-19%	0%
CCCCCC(=O)N1CCC(O)(c2csc(CN3CCc4ccccc4C3)n2)CC1	?	-7	?	?	i	?	-2%[172 µM]
COc1ccccc1-c1onc(C)c1C(=O)NCc1ccccc1Cl	-1%	12	?	-11%	2%	-23%	-1%
CNC(=O)c1cc(C2CC2)nc2c1c(C1CCN(C(=O)c3cccc(Cl)c3)CC1)nn2C	/	-8	?	/	/	?	/
Cc1ccc(S(=O)(=O)c2cc3cc(C(=O)Nc4ccc(C)cc4C)ccc3oc2=O)cc1	12%	-13	/	?	/	/	/

By substructure, the entries above with a furan ring, fused or not
SMILES	SNCA expr inh	IP6K1 inh	HEK293 tox	SNCA viab count	GPT2 inhibitor	NIH3T3 tox	Luciferase inh
Cc1cc(C)cc(-n2c(SCC(=O)Nc3ccccc3)nc3c(oc4ccccc43)c2=O)c1	28%	13	/	-16%	/	/	/
O=C(CN1C(=O)CC(c2ccco2)Sc2ccccc21)Nc1ccc(C(F)(F)F)cc1 (centres undefined)	9%	10	/	8%	/	/	/
Cc1cccc(CNC(=O)Cc2ccc(N(Cc3ccccc3)C(=O)c3ccco3)cc2)c1	-12%	-6	?	-3%	i	45µM*	-10%
CCCCCCc1c(C)c2c(cc(C)c3c(C)c(C)oc32)oc1=O	-12%	-1	/	11%	/	/	/
